Screens from PubChem BioAssay.
M5 antag – antagonists of human muscarinic M5 receptor (CHRM5); CHO-hM5 cells, Fluo-8 calcium fluorescence, ACh EC80; inhibition, % at 3 µM; 360,000 compounds, 0.59% hits; P08912;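 active = inhibition above a per-plate cutoff, the mean of that plate's test compounds plus 3 SD, cut at about 27% in these data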;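 note: 0% = acetylcholine EC80 with DMSO and 100% = DMSO without agonist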
M5 ag – agonists of human muscarinic M5 receptor (CHRM5) | P08912 | CHO-K1 hM5 cells, Fluo-8 calcium fluorescence; 0% DMSO wells, 100% maximal acetylcholine response | activation, % at 3 µM | 360,000 compounds, 0.19% hits;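 active = activation above the run's mean over test compounds plus 3 SD, cut at about 23% in these data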;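 note: signal is peak over basal fluorescence ratio across the kinetic read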
CHRM4 agonist – agonists of human muscarinic M4 receptor (CHRM4); 360,000 compounds, 0.14% hits; activation, % at 3 µM; CHO-K1 hM4/Gqi5, Fluo-8 calcium fluorescence; vehicle 0%, full acetylcholine response 100%; P08173;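 active = activation above the run mean over all test wells plus 3 SD, cut at about 32% in these data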;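 note: peak over basal fluorescence ratio per well then scaled between controls; 0% = DMSO wells and 100% = acetylcholine at EC100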
Target sequence (P08173 whole entry, looked up): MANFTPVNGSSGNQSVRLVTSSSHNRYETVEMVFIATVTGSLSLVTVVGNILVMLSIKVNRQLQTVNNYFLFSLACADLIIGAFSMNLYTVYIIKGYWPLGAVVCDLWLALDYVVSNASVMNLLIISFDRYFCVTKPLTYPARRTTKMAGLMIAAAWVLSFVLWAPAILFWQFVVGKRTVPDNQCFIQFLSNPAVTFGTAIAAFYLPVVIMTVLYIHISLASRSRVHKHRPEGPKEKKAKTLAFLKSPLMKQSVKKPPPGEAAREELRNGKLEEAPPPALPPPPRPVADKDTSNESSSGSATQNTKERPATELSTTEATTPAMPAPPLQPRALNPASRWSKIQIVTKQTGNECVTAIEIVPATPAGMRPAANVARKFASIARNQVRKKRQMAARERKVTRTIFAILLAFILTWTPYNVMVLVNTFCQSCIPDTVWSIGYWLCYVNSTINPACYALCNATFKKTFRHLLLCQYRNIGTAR
CHRM5 PAM – potentiates acetylcholine response at human M5 receptor; CHO-K1 hM5, Fluo-8 calcium, ACh EC20 PAM; 0% = ACh EC20, 100% = ACh EC100; 360,000 compounds, 0.3% hits; AID 624038; activation, % at 3 µM; P08912;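 active = activation above the run cutoff, the mean activation of all test compounds plus 3 SD, cut at about 18% in these data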
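Replicates: One well per compound, no replicates | System: Human M5 receptor in CHO-K1 cells | Benchmarks: Low control EC20 acetylcholine (0%), high control EC100 acetylcholine (100%) | Probe or stimulus: Acetylcholine, EC20 level | Times: Fluo-8 loading 80 min at 37 °C plus 30 min room temperature | Signal: Intracellular calcium via Fluo-8 fluorescence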
M1 PAM – human CHRM1 positive allosteric modulation. CHO-K1 hM1, Fluo-8 calcium fluorescence, ACh EC20; 0% = ACh EC20, 100% = maximal ACh. activation, % at 3 µM. 360,000 compounds, 0.088% hits. AID 588819; in the data active = activation above about 19%, passing the limit was not always enough
Target sequence (P11229 whole entry, looked up): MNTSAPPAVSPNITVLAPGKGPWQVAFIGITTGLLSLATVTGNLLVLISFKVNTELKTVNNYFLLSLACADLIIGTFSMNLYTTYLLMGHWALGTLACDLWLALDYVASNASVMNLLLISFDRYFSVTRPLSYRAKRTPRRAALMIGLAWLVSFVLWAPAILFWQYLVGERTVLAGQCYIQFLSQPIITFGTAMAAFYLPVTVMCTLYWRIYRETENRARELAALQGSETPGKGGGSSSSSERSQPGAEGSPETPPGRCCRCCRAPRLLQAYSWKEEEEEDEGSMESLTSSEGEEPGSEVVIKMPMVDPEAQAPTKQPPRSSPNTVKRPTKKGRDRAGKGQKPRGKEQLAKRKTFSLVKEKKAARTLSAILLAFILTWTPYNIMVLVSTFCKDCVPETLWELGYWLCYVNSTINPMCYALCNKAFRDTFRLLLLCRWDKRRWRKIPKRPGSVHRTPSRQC
M4 PAM – positive allosteric modulators of human muscarinic M4 receptor; CHO-K1 hM4/Gqi5, Fluo-8 calcium fluorescence, ACh EC20; 0% = ACh EC20, 100% = maximal ACh; P08173; AID 624126; activation, % at 3 µM; 360,000 compounds, 0.4% hits;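 active = activation above its plate's cutoff, the mean activation of sample wells plus 3 SD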; note: some results filed as inactive read as strong as hits
CRFR2-BP antag – CRF-BP/CRF-R2 complex antagonism. HEK293 CRF-R2/CRF-BP, CRF-induced calcium fluorescence. inhibition, % at 11.8 µM. 350,000 compounds, 0.59% hits. AID 588475;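 active = inhibition of the ligand-induced calcium signal above about 50% at the single tested concentration, limit read from the data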
M4 antag – CHRM4 antagonism in calcium assay; P08173; CHO-hM4 cells, ACh EC80, Fluo-8 calcium fluorescence; inhibition, % at 3 µM; 360,000 compounds, 0.73% hits;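 active = inhibition above its plate's cutoff, the mean inhibition of sample wells plus 3 SD, cut at about 27% in these data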;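 note: 0% = acetylcholine EC80 with DMSO and 100% = DMSO without agonist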
CRFR2-BP ag – CRF-BP/CRF-R2 complex agonism; activation, % at 13.2 µM; HEK293 CRF-R2/CRF-BP, calcium dye fluorescence (FLIPR); percent of saturating CRF peptide response; AID 588473; 350,000 compounds, 0.46% hits;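 active = activation of at least 50%, plus an integration ratio under a set limit after plate pattern correction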;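 note: plate controls were neutral control wells without compound for no effect and CRF at EC100 for full effect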
* hit, by the source's call; x = not tested or not shown. Only part of the results is shown; count on the stated rates, not on these rows.

SMILES | M5 antag | M5 ag | CHRM4 agonist | CHRM5 PAM | M1 PAM | M4 PAM | CRFR2-BP antag | M4 antag | CRFR2-BP ag
Cc1ccc(CN2Cc3ccc(Br)cc3-n3nncc3C2)cc1 | 4 | -2 | -1 | -3 | -9 | -6 | x | -1 | x
C[N+]1(C)C2CCC1CC(OC(=O)C(CO)c1ccccc1)C2 (stereo not given) | 99* | -10 | 2 | -16 | -38 | -26 | 5 | 98* | 1.5
CCCCC1(CCO)C(=O)NC(=S)NC1=O | 7 | 0 | 1 | 2 | 0 | -2 | 3 | 3 | 0.8
CC1=C(C/C(C)=C/c2ccccc2)/C(=C/CO)[C@H](O)[C@](C)(O)C12CC2 | -9 | 5 | 2 | 4 | -1 | 15 | -5 | -22 | 0.4
C=CCn1c(O)c(C(CC)=NCCC2=CCCCC2)c(=O)[nH]c1=O | -2 | -1 | 2 | -6 | 3 | 2 | -18 | -3 | -3.2
O=C(O)C(O)(c1ccccc1)C1CCCCC1 (stereo not given) | 3 | -2 | 2 | 4 | 9 | 12 | 1 | -8 | -0.5
CCCCCCC[n+]1ccc(-c2cc[n+](CCCCCCC)cc2)cc1 | -3 | -7 | 0 | -6 | -14 | -7 | 4 | 4 | -0.7
CCCNC(=O)N1[C@H]2CC[C@@H]1C(C(=O)OC)=C(c1cc3ccccc3s1)C2 | 3 | -4 | 3 | 5 | 1 | 4 | 6 | -11 | -1.9
Nc1ncnc2c1ccn2[C@@H]1O[C@H](CO)[C@@H](O)[C@H]1O | 8 | 1 | 2 | -4 | 7 | 1 | 3 | 3 | 1.2
CC(=O)NC1=C(N2CC2C)C(=O)C(NC(C)=O)=C(N2CC2C)C1=O (stereo not given) | 2 | 7 | 0 | -7 | 3 | -5 | -11 | 20 | 0.6

Molecules above containing sulfur:
SMILES | M5 antag | M5 ag | CHRM4 agonist | CHRM5 PAM | M1 PAM | M4 PAM | CRFR2-BP antag | M4 antag | CRFR2-BP ag
CCCCC1(CCO)C(=O)NC(=S)NC1=O | 7 | 0 | 1 | 2 | 0 | -2 | 3 | 3 | 0.8
CCCNC(=O)N1[C@H]2CC[C@@H]1C(C(=O)OC)=C(c1cc3ccccc3s1)C2 | 3 | -4 | 3 | 5 | 1 | 4 | 6 | -11 | -1.9

The results go on:
SMILES | M5 antag | M5 ag | CHRM4 agonist | CHRM5 PAM | M1 PAM | M4 PAM | CRFR2-BP antag | M4 antag | CRFR2-BP ag
CCCCOCCCn1c(N)c(C(=O)OCCOC)c2nc3ccccc3nc21 | 2 | -2 | 4 | 0 | 10 | 14 | 9 | -7 | -3.2
CSc1ncc(CN2CCCC(C(=O)c3ccccc3SC)C2)cn1 (stereo not given) | 1 | -16 | 1 | -4 | -5 | -8 | 3 | -12 | 0.1
Cc1ccc(-n2c(O)c(/C=N/N3CCCCCC3)c(=O)[nH]c2=O)cc1C | 11 | -3 | 0 | -9 | 1 | -8 | -7 | 9 | -1.0
C=CCn1c(O)c(C(C)=NCc2ccc3c(c2)OCO3)c(=O)[nH]c1=O | 17 | -2 | 2 | -12 | -2 | -8 | -8 | -2 | -0.2
N#CC1c2ccccc2-n2nncc2CN1C(=O)c1ccccc1F (stereo not given) | -3 | -3 | 1 | 5 | 10 | 10 | x | -11 | x
COc1ccc(OCC(=O)N2CCN(Cc3ccc4c(c3)OCO4)CC2)cc1 | 2 | 1 | 2 | 5 | 4 | 6 | 32 | -10 | 3.7
CC(Cc1ccccc1)[n+]1cc(/N=C(\N)[O-])on1 (stereo not given) | 4 | -3 | 0 | 0 | 3 | 3 | 4 | -4 | 0.3
Cc1ccc(C)c(NC2=NCCCS2)c1 | -10 | -7 | 1 | 8 | 11 | 11 | 5 | -4 | -2.2
c1ccc(CNC2CN3CCC2CC3)cc1 (stereo not given) | 16 | -9 | 1 | -33 | -28 | -8 | 4 | 9 | 3.8
C1=C(c2c[nH]c3ccccc23)CCN(Cc2ccccc2)C1 | 11 | -5 | 4 | 4 | 0 | -5 | -14 | -1 | 4.0

Looked up one by one from the list above:
SMILES | M5 antag | M5 ag | CHRM4 agonist | CHRM5 PAM | M1 PAM | M4 PAM | CRFR2-BP antag | M4 antag | CRFR2-BP ag
CCCCCCC[n+]1ccc(-c2cc[n+](CCCCCCC)cc2)cc1 | -3 | -7 | 0 | -6 | -14 | -7 | 4 | 4 | -0.7
C=CCn1c(O)c(C(CC)=NCCC2=CCCCC2)c(=O)[nH]c1=O | -2 | -1 | 2 | -6 | 3 | 2 | -18 | -3 | -3.2
Cc1ccc(-n2c(O)c(/C=N/N3CCCCCC3)c(=O)[nH]c2=O)cc1C | 11 | -3 | 0 | -9 | 1 | -8 | -7 | 9 | -1.0

The results go on:
SMILES | M5 antag | M5 ag | CHRM4 agonist | CHRM5 PAM | M1 PAM | M4 PAM | CRFR2-BP antag | M4 antag | CRFR2-BP ag
CCCCn1c(=O)c(C=Nc2ccc(Cl)cc2)c(O)n(Cc2ccco2)c1=O | -8 | 0 | 0 | 4 | -1 | 10 | 0 | -4 | 4.1
COC(=O)C1=C(c2c(C)noc2C)C[C@@H]2CC[C@H]1N2C(=O)NCCOc1ccccc1Cl | 3 | -1 | 4 | 7 | 6 | 12 | -8 | -14 | -4.7
COC(=O)C1=C(c2ccc(S(C)(=O)=O)cc2)C[C@@H]2CC[C@H]1N2C(=O)NCc1ccccc1 | 16 | 1 | 1 | -9 | -7 | 5 | -7 | 8 | 1.8
CC(=O)Nc1nc(CCl)cs1 | 0 | -1 | 2 | 4 | 10 | 4 | -8 | 2 | 13
O=C(CF)N(O)c1ccc(C=Cc2ccccc2)cc1 | 19 | 0 | 2 | -7 | 1 | 3 | 22 | 0 | 0.3
Clc1ccc(C(Cn2ccnc2)OCc2csc3c(Cl)cccc23)c(Cl)c1 (stereo not given) | -4 | 1 | 0 | -11 | -6 | -5 | -6 | -21 | 0.7
C=CCn1c(O)c(C=NCCN2CCNCC2)c(=O)[nH]c1=O | -1 | 0 | 0 | 7 | 7 | -2 | 7 | 15 | -0.4
Cc1c(C=C2C(=O)NC(=O)NC2=O)c(=O)n(-c2ccccc2)n1C | 8 | -2 | 1 | -4 | -2 | 5 | 19 | 4 | 5.1
CN1CCC2(CC1)NC(=O)C1=C(CN(C)CC1)N2 | 5 | -6 | 5 | -17 | 0 | -2 | -8 | -1 | 2.5
O=C(Cn1c(=O)n(CC2CS2)c2ccccc21)N1CCCCC1 (stereo not given) | -14 | -2 | 1 | 4 | 14 | 4 | -12 | 2 | -0.3
CN1OC[C@@H]2CN[C@H](c3ccc(Br)cc3)C[C@@H]21 | 1 | 0 | 1 | -1 | 5 | 4 | -6 | -21 | -1.7
CC(C)CCP(=O)(O)c1ccccc1 | 3 | -2 | 1 | 3 | 14 | 4 | 7 | -8 | -2.6
COc1cc(N2CCOCC2)ccc1C=C1C(=O)NC(=O)NC1=O | 9 | -4 | 0 | -1 | 14 | -5 | -5 | 2 | 5.8
Cc1ccc(C2N3CCCN23)cc1 (stereo not given) | -2 | 1 | 1 | -5 | -1 | 5 | 3 | -17 | -1.3
N#Cc1ccc(NC(=S)N2Cc3ccccc3-n3nncc3C2)cc1 | 0 | 3 | 4 | -3 | 1 | 0 | 20 | -4 | -1.1
Cn1cc(C(=O)OCC(=O)Nc2ccccc2)c2ccccc21 | 12 | -1 | 5 | -10 | 0 | 2 | 2 | 12 | -3.6
CC(C)(C)[C@]1(O)C[C@@H]2OC(=O)C[C@@]23C(=O)O[C@@H]2OC(=O)[C@H](O)[C@]213 | 3 | 0 | 2 | 2 | 5 | 0 | 36 | -5 | 2.6
N#CC1(c2ccccc2)CCN(C2CC(=O)N(c3ccc4c(c3)OCO4)C2=O)CC1 (stereo not given) | -7 | 2 | 1 | 3 | 12 | 0 | 3 | -5 | 1.6
CCN(CC)C(=O)c1ccc(NC(=O)c2cccc(S(=O)(=O)N3CCN(Cc4ccccc4)CC3)c2)cc1 | 14 | 0 | 15 | -17 | -10 | -9 | -2 | 2 | 2.5
CCN(CC)S(=O)(=O)c1ccc(C)c(NCC(=O)Nc2ccc(C#N)c(Cl)c2)c1 | 20 | 8 | 18 | -13 | -7 | -16 | -32 | 14 | 5.3
COc1ccc(CCN)cc1OC | 5 | 1 | 0 | -4 | -1 | -7 | 0 | 8 | 4.6
COc1cc2c(cc1OC)C1C(=O)c3ccc4c(c3OC1CO2)CC(C(C)C)O4 (stereo not given) | 3 | -3 | 10 | -11 | 1 | -6 | -17 | -3 | 1.8
O=C(Cc1ccccc1)N1CCN(C/C=C/c2ccccc2)CC1 | -4 | -8 | 1 | 1 | -6 | -3 | -9 | 9 | 4.1
O=C1NC(=O)N(Cc2ccco2)C(=O)/C1=C/c1cccn1CCOc1ccccc1Cl | 2 | -1 | 1 | 1 | 11 | 0 | -30 | 9 | 4.2
COc1ccc(C(=O)C(Cc2ccccc2)N(C)C)cc1 (stereo not given) | 6 | -10 | 0 | -3 | -6 | -8 | 3 | 1 | -0.6
COc1ccc2c(c1OC)C(=O)OC2c1c(O)n(C2CCCCC2)c(=O)[nH]c1=O (stereo not given) | -2 | 3 | 1 | 2 | 8 | 5 | -6 | -3 | 1.4
O=C(NC1CCCCC1)N1Cc2ccccc2-n2nncc2C1 | -7 | 1 | 1 | 3 | 6 | 4 | 4 | 0 | -2.3
COc1ccc(/C=C2\C(=O)NC(=S)N(C)C2=O)cc1C | 11 | 0 | 1 | 4 | 3 | -2 | 3 | 1 | 2.9
CCCCCCCSc1cc(OC)c(CCNC)cc1OC | 15 | 2 | 16 | -6 | 1 | 6 | -16 | 15 | 3.0
C#C[C@]1(O)CCC2C3CCC4=C/C(=N/OCC(=O)NC(C)C(=O)NC(CCSC)C(=O)O)CC[C@]4(C)C3CC[C@@]21C (stereo not given in full) | 8 | 0 | 1 | -4 | 2 | -5 | -1 | 10 | -2.0
CCN(CC)C(=O)c1ccc(NC(=O)Cn2nc(C)c3ccccc3c2=O)cc1 | 2 | 3 | 1 | -4 | 6 | 1 | 5 | 3 | 0.0
CN1C(=O)C(=Cc2ccccc2OCc2ccccc2Cl)C(=O)N(C)C1=O | 1 | 0 | -1 | -4 | 3 | -1 | -14 | 2 | 1.6
CC(=O)N1Cc2cnnn2-c2ccccc2C1(C#N)Cc1ccccc1 (stereo not given) | -4 | -1 | 1 | 1 | 10 | 11 | 7 | -20 | 3.0
CC12CCC3C(CC=C4CC5(CCC43C)OCCO5)C1CCC2=O (stereo not given) | 7 | -3 | 4 | 4 | 11 | 4 | -4 | -2 | 0.5
CCCCN1C(=O)NC(=O)C2(Cc3ccccc3N3CCOCC32)C1=O (stereo not given) | -4 | -2 | 2 | 14 | 6 | 4 | -12 | -16 | 0.0
COc1ccc(-n2nnnc2C(c2ccnc3ccccc23)N2CCC(n3c(=O)[nH]c4ccccc43)CC2)cc1 (stereo not given) | 4 | 13 | 11 | -10 | -6 | -9 | x | 10 | x
COC(=O)C1=C(c2cccc(C#N)c2)C[C@@H]2CC[C@H]1N2C(=O)NCc1ccco1 | 8 | -1 | 0 | 2 | -9 | 6 | 5 | -1 | -2.6
O=P(Oc1ccccc1)(Oc1ccccc1)C(O)c1ccc(Cl)cc1 (stereo not given) | 4 | 5 | 2 | -5 | -3 | -8 | -4 | 0 | 0.8
CCc1cccc(CC)c1NC(=S)N1CC2CC(C1)c1cccc(=O)n1C2 (stereo not given) | -8 | 1 | 0 | 8 | -3 | 3 | 6 | 1 | -2.8
O=C(O)c1ccc(-[n+]2c(-c3ccccc3)cc(-c3ccccc3)cc2-c2ccccc2)cc1 | 7 | -8 | 1 | 2 | 9 | 1 | -3 | 5 | -0.8
